Bioassay records as filed in PubChem BioAssay.
UBC13 inh: blocks human UBC13 polyubiquitin chain formation; TR-FRET; inhibition, % at 20 µM; 330,000 compounds, 0.47% hits; in the data active = inhibition above about 45%, passing the limit was not always enough
Target sequence (P61088 whole entry, looked up): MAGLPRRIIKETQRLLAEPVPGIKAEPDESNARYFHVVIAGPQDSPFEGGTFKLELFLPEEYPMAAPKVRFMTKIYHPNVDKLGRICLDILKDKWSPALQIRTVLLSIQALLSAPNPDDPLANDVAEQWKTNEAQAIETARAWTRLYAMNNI
Jurkat NFkB inh: inhibitors of the PMA/ionomycin-induced NF-kB reporter in Jurkat cells; 330,000 compounds, 0.53% hits; inhibition, % at 4 µM; PMA/ionomycin-induced NF-kB luciferase reporter, luminescence; in the data active = inhibition above about 50%
CCR6 antagonist: antagonists of human CCR6 receptor; P51684; CHO-K1 CCR6 PathHunter beta-arrestin, luminescence, CCL20-stimulated; inhibition, % at 20 µM; 340,000 compounds, 0.49% hits; AID 493098;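 active = compounds whose inhibition of the agonist-driven luminescence signal at 20 µM reaches about 50%, limit read from the data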;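 note: cells stimulated with CCL20 at 14 nM final; plate controls were DMSO with CCL20 for no effect and DMSO without agonist for full effect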
Target sequence (P51684 whole entry, looked up): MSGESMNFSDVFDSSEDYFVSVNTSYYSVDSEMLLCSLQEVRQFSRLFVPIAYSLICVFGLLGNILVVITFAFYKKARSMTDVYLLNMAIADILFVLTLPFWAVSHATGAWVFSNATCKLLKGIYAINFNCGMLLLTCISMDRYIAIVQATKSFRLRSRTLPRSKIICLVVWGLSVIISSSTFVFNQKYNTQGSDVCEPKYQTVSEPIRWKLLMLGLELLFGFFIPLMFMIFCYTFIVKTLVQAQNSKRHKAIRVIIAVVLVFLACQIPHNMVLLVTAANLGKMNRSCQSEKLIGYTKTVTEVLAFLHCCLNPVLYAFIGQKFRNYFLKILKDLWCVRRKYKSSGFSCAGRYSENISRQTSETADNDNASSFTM
697 NFkB inh: lowers PMA/ionomycin-induced NF-kB signal in 697 B cells | AID 435022 | 330,000 compounds, 0.33% hits | 697 B-cell NF-kB luciferase reporter, 16 h | inhibition, % at 4 µM; in the data active = inhibition above about 35%
CXCR6 inh: CXCR6 (human) receptor inhibition | 360,000 compounds, 0.36% hits | AID 602244 | CHO-K1 PathHunter CXCR6 beta-arrestin, luminescence | inhibition, % at 20 µM | O00574; in the data active = inhibition above about 34%, passing the limit was not always enough;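 note: antagonist mode with CXCL16 agonist at 10 nM final; 0% = 10 nM CXCL16 with DMSO and 100% = unstimulated wells without agonist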
Gli-Sufu antag: blocks Gli-Sufu signaling in a luciferase reporter | 340,000 compounds, 0.74% hits | inhibition, % at 5 µM | Sufu-KO-LIGHT fibroblasts, Gli luciferase reporter luminescence | AID 588413;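 active = inhibition above about 55%, limit read from the data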;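 note: 0% = DMSO-treated cells and 100% = wells with medium but no cells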
APJ antagonist: blocks the human apelin receptor APJ. inhibition, % at 20 µM. 330,000 compounds, 0.32% hits. CHO-K1 APJ beta-arrestin complementation, luminescence;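 active = inhibition above about 40% at 20 µM, limit read from the data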;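 note: cells challenged with 10 nM apelin-13 agonist together with compound; plate controls were apelin-13 plus DMSO wells for no effect and DMSO wells lacking apelin-13 for full effect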
EBI2 block: EBI2 (human) antagonism; P32249; EBI2 beta-arrestin recruitment, luminescence, 7a,25-OHC stimulated; 360,000 compounds, 0.81% hits; inhibition, % at 5 µM; in the data active = inhibition above about 38%;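 note: enzyme fragment complementation signal reports receptor beta-arrestin coupling in cells; 0% = agonist plus DMSO wells and 100% = wells without agonist; some results beyond the cut were filed as inactive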
Target sequence (P32249 whole entry, looked up, the tested form may be a part): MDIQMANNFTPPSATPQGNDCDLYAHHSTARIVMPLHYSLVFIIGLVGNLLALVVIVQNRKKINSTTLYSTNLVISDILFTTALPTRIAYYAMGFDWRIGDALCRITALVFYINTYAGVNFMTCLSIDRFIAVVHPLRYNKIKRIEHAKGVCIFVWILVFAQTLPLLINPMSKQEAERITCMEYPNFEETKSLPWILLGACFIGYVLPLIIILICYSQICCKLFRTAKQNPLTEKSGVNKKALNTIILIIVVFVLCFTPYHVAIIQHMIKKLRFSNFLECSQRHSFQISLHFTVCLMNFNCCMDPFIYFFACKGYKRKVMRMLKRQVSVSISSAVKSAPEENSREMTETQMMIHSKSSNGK
Active calls of the source: *; · = no result given.

SMILES	UBC13 inh	Jurkat NFkB inh	CCR6 antagonist	697 NFkB inh	CXCR6 inh	Gli-Sufu antag	APJ antagonist	EBI2 block
N#C/C(=C/c1ccc(OCc2ccc(C(=O)O)cc2)cc1)C(=O)Nc1ccccc1	-4	-3	-3	16	0	4	-7	3
Cc1cnc(Nc2nc3ccccc3o2)nc1C(=O)Nc1cccc(C(F)(F)F)c1	-11	-8	25	-13	7	4	12	5
Cc1ccc(N(CC(=O)NCc2ccco2)C(=O)CCC(=O)Nc2nccs2)cc1	-9	-20	3	1	6	11	-7	-5
COc1ccc(Cc2nc3ccc(C(=O)N4CCCC4)cc3o2)cc1OC	2	13	8	-25	3	-11	9	-15
COc1cc2c(cc1OC)C(c1ccccc1F)NCC2 (stereo not drawn)	-5	2	-6	8	7	-5	16	-5
CCOC(=O)c1cc(-c2ccc(C)c([N+](=O)[O-])c2)nc2c1c(=O)n(C)c(=O)n2C	5	7	·	26	·	·	8	·
Nc1nc2ccc(C(=O)N3CCCCC3)cc2s1	4	2	-4	15	-4	3	4	-8
Cc1nc(C(=O)NNC(=O)c2ccccc2)c(C(F)(F)F)o1	0	5	-5	12	-4	7	0	6
COc1ccccc1CCC(=O)Nc1ccc(S(=O)(=O)Nc2nccs2)cc1	-1	-5	-1	16	-2	4	-9	-5
CCOc1ccc(CNC(=O)CCCC(=O)n2nc(C)c3ccccc32)cc1	6	14	-2	-17	3	4	15	7
CCc1cc2c(SCC(=O)Nc3ncc(Cl)c(C)c3Cl)ncnc2s1	7	1	13	3	0	-9	-3	-12
CCn1c(SCC(=O)Nc2ccc(N3CCOCC3)cc2)nnc1C1CC1	-4	0	0	-3	9	-9	18	0
O=C(CCS(=O)(=O)c1ccc2c(c1)NC(=O)CS2)NCCc1ccc(Cl)cc1	2	-2	8	7	1	-5	1	-15
O=C(N1CCOCC1)N1CCC(c2nc(-c3ccc(S(=O)(=O)N4CCOCC4)cc3)no2)CC1	-1	21	1	6	-10	17	12	2
CC1(C(=O)NCc2ccc(F)cc2)Oc2ccccc2NC1=O (stereo not drawn)	-9	-3	3	17	-5	-7	12	3
Cc1scc(C(=O)N/N=C/c2ccc(OCC(C)C)cc2)c1C	-4	-10	3	-14	6	-1	-5	29
COc1ccc(-c2cc(C(=O)N/N=C/c3ccc4c(c3)OCO4)c3ccccc3n2)c(OC)c1	-8	-3	9	-64	-1	3	4	13
O=C(CCc1ccccc1)NC(NC(=S)Nc1ccc(Cl)cc1)C(Cl)(Cl)Cl (stereo not drawn)	2	10	14	4	-20	-18	-14	11
CCC(=O)N1CCc2cc(S(=O)(=O)NCCC(=O)Nc3cc(C)cc(C)c3)ccc21	0	-12	-3	11	5	1	7	-4
Cc1ccc(C2(C)NC(=O)N(CCOc3ccccc3)C2=O)cc1 (stereo not drawn)	5	13	14	18	4	3	9	3
O=C(Nc1ccccc1)c1ccc(NCCN2CCOCC2)c(S(=O)(=O)N2CCOCC2)c1	0	-9	8	0	-7	7	2	-1
CCOC(=O)c1oc2ccccc2c1NC(=O)c1ccco1	0	-2	11	-13	7	-4	-11	-4
CC(=O)C1C(c2ccc(Br)cc2)c2c(noc2C)CC1(C)O (stereo not drawn)	6	-1	1	9	3	4	21	-8
CC1=NNC(=O)C1CC(=O)N/N=C/C(C)=C/c1ccccc1 (stereo not drawn)	-1	7	-3	-5	0	-10	-1	-5
CCOCCSc1nc2c(c(-c3cccs3)c1C#N)CC/C2=C/c1cccs1	-8	1	21	-11	0	16	17	14
CC1CN(C(=O)c2ccc3c(c2)OCO3)OC(c2ccccc2)O1 (stereo not drawn)	4	2	0	12	13	2	11	-6
CCOC(=O)c1cc2sccc2n1CC(=O)Nc1ccc(OC)cc1OC	5	-7	-2	2	8	1	-1	6
COc1cc(NC(=O)COC(=O)c2[nH]c(C)c(C(C)=O)c2C)cc(OC)c1	-17	13	17	6	1	11	-4	-17
CCCCCCCCNC(=O)CCNC(=O)c1ccc(C(C)(C)C)cc1	7	9	-2	18	5	-4	-6	15
CC(NCC(=O)Nc1ccccc1C(=O)NC1CC1)c1cccs1 (stereo not drawn)	-18	2	6	-7	1	-2	-6	-1
CC(C)(C)CC(=O)NCc1ccc(F)cc1	0	1	8	7	-3	-9	-1	3
O=C(COc1ccccc1Br)NC1CCCC1	2	-7	6	-65	7	-22	16	-7
CCC(Sc1nc2cc(OC)c(OC)cc2c(=O)n1Cc1ccco1)C(=O)NCCOC (stereo not drawn)	4	3	8	31	10	8	3	-3
O=C(Nc1cc(C(F)(F)F)ccc1N1CCOCC1)c1ccccc1F	22	9	14	12	5	-4	-10	12
O=C(CSc1cn[nH]n1)Nc1cccc(C(F)(F)F)c1	6	18	6	5	-11	30	6	-19
O=C(c1ccccc1)c1ccc(C(=O)N2CCN(c3ccc(O)cc3)CC2)cc1	-7	-10	0	1	-8	14	0	-2
Nc1ncnc2c1ncn2CCN1CCOCC1	0	-8	27	8	-4	1	-13	-6
O=C(Nc1cccc(Cl)c1)c1nc[nH]c1C(=O)NCCCNC(=O)c1[nH]cnc1C(=O)Nc1cccc(Cl)c1	-14	3	-3	13	0	19	-1	-22
O=C(CSc1ccc(-c2ccc(Br)cc2)nn1)NC1CCCC1	-10	-12	15	-29	2	-9	-20	19
c1ccc(CCNCCOc2ccccc2)cc1	5	13	-3	11	-4	14	22	-2
O=S1(=O)CCC(N2CCOCC2)C1 (stereo not drawn)	4	14	-4	-2	6	24	20	0
O=C(COc1ccccc1Cl)Nc1ccc2[nH]c(=O)[nH]c2c1	-1	-6	5	-9	0	-5	-2	-5
Cc1ccc2c(c1)N(C(=O)CCC(=O)N1CCc3ccccc3C1)CCO2	-2	-12	4	-13	3	4	10	6
Cc1cc(NCCCN(C)C)n2nc(-c3cccs3)cc2n1	6	-19	6	-2	1	13	1	-1
O=C1C2ON(c3ccccc3)C(c3cccnc3)C2C(=O)N1Cc1ccccc1 (stereo not drawn)	3	9	-3	-33	1	-3	8	-20
CCc1ccc(C(=O)COC(=O)c2cccs2)cc1	-3	-75	8	-19	0	-15	1	-5
COc1ccc(C(=O)N2CCN(c3ccc(NC(=O)c4cccnc4)cc3)CC2)cc1	3	-7	4	13	0	19	-52	-5
Cc1nn(CC(=O)NCC2CCCO2)c(=O)c2ccccc12 (stereo not drawn)	1	2	3	7	3	-20	6	0
Cc1cc(-c2ccc(C(C)C)c(S(=O)(=O)N3CCOc4ccccc43)c2)on1	-12	12	3	-35	2	4	-17	16
Cn1nc([N+](=O)[O-])nc1Sc1cccc2cccnc12	-12	5	38	11	44*	47	-4	-6

Reprinted at random: four compounds from above, in no set order.
SMILES	UBC13 inh	Jurkat NFkB inh	CCR6 antagonist	697 NFkB inh	CXCR6 inh	Gli-Sufu antag	APJ antagonist	EBI2 block
Cc1cc(-c2ccc(C(C)C)c(S(=O)(=O)N3CCOc4ccccc43)c2)on1	-12	12	3	-35	2	4	-17	16
CCc1ccc(C(=O)COC(=O)c2cccs2)cc1	-3	-75	8	-19	0	-15	1	-5
Cc1cc(NCCCN(C)C)n2nc(-c3cccs3)cc2n1	6	-19	6	-2	1	13	1	-1
Cc1nn(CC(=O)NCC2CCCO2)c(=O)c2ccccc12 (stereo not drawn)	1	2	3	7	3	-20	6	0

(list continues)
SMILES	UBC13 inh	Jurkat NFkB inh	CCR6 antagonist	697 NFkB inh	CXCR6 inh	Gli-Sufu antag	APJ antagonist	EBI2 block
CC1CCc2c(sc(NC(=O)c3c([N+](=O)[O-])cnn3C)c2C(N)=O)C1 (stereo not drawn)	-11	12	24	-7	11	3	21	-2
O=C1CC(c2ccccc2)CC(O)=C1C=NCCN1CCN(C(=O)Nc2ccccc2)CC1 (stereo not drawn)	-8	-5	7	-10	1	3	-7	2
O=C(NCC1CCCO1)C1CCCN1C(=O)Nc1ccccc1[N+](=O)[O-] (stereo not drawn)	1	-10	-11	7	1	-9	5	-9
COC(=O)CN1C(=O)Nc2ccc(Br)cc2C1c1ccccc1Cl (stereo not drawn)	15	1	10	-21	9	0	-6	-10
CCOc1ccc(Br)cc1S(=O)(=O)Nc1ccc(NC(=O)c2ccccc2C)cc1	5	24	-12	-9	6	-4	-2	-11
C[C@@H]1NC(=O)c2cc([N+](=O)[O-])cc(I)c2OCC[C@@H](C(=O)NC(CC(=O)O)C(N)=O)NC(=O)[C@H](CC(N)=O)NC1=O (stereo partly drawn)	-17	4	2	8	·	0	-50	·
O=S(=O)(NNc1nccc(C(F)(F)F)n1)c1cccc(Cl)c1Cl	-15	4	4	4	-12	-1	-21	-2
O=C(CN1C(=O)NC2(CCc3ccccc32)C1=O)c1ccc(F)c(F)c1 (stereo not drawn)	-1	7	9	-6	-4	-10	7	2
CN(C)S(=O)(=O)c1ccc(NC(=O)CN2CCN(c3ccccn3)CC2)cc1	7	-18	12	-2	-1	4	-19	8
O=C(NC(=S)Nc1ccccc1N1CCOCC1)c1ccc([N+](=O)[O-])cc1	-12	15	30	26	6	0	-37	11
CNC(=S)N/N=C/c1ccc2c(c1)OCCO2	-1	-12	8	-12	-9	-26	-8	-16
COc1ccc(-c2ccc(=O)n(CC(=O)Nc3ccc4c(c3)OCCO4)n2)cc1	10	12	1	3	1	1	-4	-2
Cn1ncc2c(Nc3ccccc3Cl)nc(Nc3ccccc3Cl)nc21	5	4	2	-2	-4	26	18	24
COc1cc2c(cc1OC)CN(CC(=O)Nc1ccccc1C(=O)NC1CC1)CC2	-5	3	0	12	-11	7	4	-5
OCC1OCOC2C(CO)OCOC12 (stereo not drawn)	·	·	4	·	4	-3	·	-5
O=C(C1CC(c2ccccc2O)=NO1)N1CCCC1 (stereo not drawn)	-3	-21	-12	-35	1	-15	-15	-7
Cc1cc(=O)n2[nH]c(-c3cccc(Cl)c3)cc2n1	9	-14	-7	-20	-2	-24	0	0
C=CCOc1c(Br)cc(CNn2c(C)n[nH]c2=S)cc1OCC	-8	-10	17	-22	-6	-11	-2	4
CC(C)CCNC(=O)Cn1cc2c(n1)CCCCC2	-3	3	-5	3	-3	1	-36	2
COc1ccc(CCC(=O)NCCS(=O)(=O)N2CCN(c3ccccc3)CC2)cc1	-6	3	1	-10	-1	1	9	1
COc1ccc(S(=O)(=O)N2CCCC(C(=O)NC3CC3)C2)cc1Cl (stereo not drawn)	3	7	8	12	1	-14	9	-7
Cc1ccccc1C(=O)N1CCC(C(=O)Nc2ccc(C)c(S(=O)(=O)N3CCCCC3)c2)CC1	-8	13	13	-29	-1	14	-64	8
Cc1ccc(OCc2nc(-c3cccs3)no2)c([N+](=O)[O-])c1	-5	-249	7	-274	-5	-139	19	-3
COc1ccc(-c2noc(CCC(=O)NC3CCCCC3)n2)cc1OC	2	-7	-1	-19	6	-5	-15	3
Cc1ccnc(NC(=O)CCCc2c[nH]c3ccccc23)c1	-8	-16	5	7	3	-7	-2	17
Cc1cccc(N2C(=O)C(Cl)=C(N3CCOCC3)C2=O)c1	-14	-15	-1	-17	-13	4	0	0
CC(=O)Nc1cccc(C(=O)OCC(=O)Nc2c(C)nn(-c3ccccc3)c2C)c1	-10	-4	-2	11	3	-1	4	-4
Cc1ccc(C)c(C(=O)CSc2nnnn2C(C)C)c1	10	-13	15	-11	-1	-19	14	-9
Cc1ccc(NC(=O)NC(=O)c2cnccc2C(F)(F)F)c(C)c1	8	0	-11	7	4	4	-5	4
O=C(COC(=O)Cc1ccccc1[N+](=O)[O-])NCc1ccc(F)cc1	8	-3	14	8	-4	-7	5	5
COc1ccc(-c2cc(C)no2)cc1S(=O)(=O)NCC1CCN(Cc2cc(C)ccc2C)CC1	16	10	20	7	5	33	2	-2

In the list so far, these have two or more sulfur atoms.
SMILES	UBC13 inh	Jurkat NFkB inh	CCR6 antagonist	697 NFkB inh	CXCR6 inh	Gli-Sufu antag	APJ antagonist	EBI2 block
COc1ccccc1CCC(=O)Nc1ccc(S(=O)(=O)Nc2nccs2)cc1	-1	-5	-1	16	-2	4	-9	-5
CCc1cc2c(SCC(=O)Nc3ncc(Cl)c(C)c3Cl)ncnc2s1	7	1	13	3	0	-9	-3	-12
O=C(CCS(=O)(=O)c1ccc2c(c1)NC(=O)CS2)NCCc1ccc(Cl)cc1	2	-2	8	7	1	-5	1	-15
CCOCCSc1nc2c(c(-c3cccs3)c1C#N)CC/C2=C/c1cccs1	-8	1	21	-11	0	16	17	14

Rows are unselected. About 3% of those tested had a hit in this group.
